D2 potentiator: HTS Assay for Positive Allosteric Modulators of the Human D2 Dopamine Receptor: Primary Screen for Potentiators; potentiation, % at 10 µM; HEK293 T-REx D2, calcium flux, EC20 dopamine potentiation; 340,000 tested, 0.34% active; D(2) dopamine receptor (Homo sapiens), P14416;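 active means potentiation over 3 SD above the plate norm, cut at about 30% in these data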; further: 0% is about no effect
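Using a no-wash calcium dye in inducible, force-coupled HEK293 Trex cells expressing D2, we tracked fluorescence each second for 180 s after compound, then for 180 s after EC20 dopamine to detect augmented signalling.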
Glioma ERSR ind: qHTS for Inducers of the Endoplasmic Reticulum Stress Response (ERSR) in Human Glioma: qHTS | U87-MG GRP78 promoter luciferase reporter, 16 h | Potency, µM, for inactives: at the top dose activation, actives largely listed as activators | 420,000 tested, 0.02% active; further: potency means the concentration at half of the fitted maximal effect; series mostly up to about 76 µM; % of control where 0% means no effect; nearly all actives have a fitted effect of over 35% in size
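Stably transfected U87-MG human glioma cells carrying a GRP78-based luminescent sensor were seeded at 1000 cells/well, pin-dosed with compounds and incubated 16 h. Luciferase reagent was then added, and end-point luminescence was read after 10 min at room temperature.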
Vif-APOBEC3F blk: qHTS for Inhibitors of Vif-A3F Interactions: qHTS; Potency, µM (doses to about 46.1 µM), for the others: at the top dose activity, negative = active; HeLa A3F-eYFP + Vif (tagged APOBEC3F with the HIV-1 protein that degrades it), YFP fluorescence increase; 390,000 tested, 0.2% active; further: potency means the concentration at half of the fitted maximal effect; % of control where 0% means no effect; nearly all actives have a fitted effect of over 65% in size
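HeLa cells stably expressing A3F-eYFP plus Vif, plated and incubated overnight at 37 deg C, then exposed to compounds overnight at 37 deg C. Blocked degradation read as raised yellow fluorescence (Ex 488/Em 500-530).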
Vif-APOBEC3G blk: qHTS for Inhibitors of Vif-A3G Interactions: qHTS. DNA dC->dU-editing enzyme APOBEC-3G (Homo sapiens), Q9HC16. HeLa A3G-eYFP + Vif (tagged APOBEC3G with the HIV-1 protein that degrades it), YFP fluorescence, overnight. Potency, µM (highest dose often 46.1 µM), for the others: at the highest dose activity, negative = active, most hits filed as inhibitors. 410,000 tested, 0.076% active;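 further: potency means the concentration at half of the fitted maximal effect; on the % scale 0 is the no-effect control and ±100 the full control effect; nearly all actives have a fitted effect of over 60% in size; hits raise eYFP signal because A3G escapes Vif-driven loss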
Target sequence (Q9HC16 whole entry, looked up): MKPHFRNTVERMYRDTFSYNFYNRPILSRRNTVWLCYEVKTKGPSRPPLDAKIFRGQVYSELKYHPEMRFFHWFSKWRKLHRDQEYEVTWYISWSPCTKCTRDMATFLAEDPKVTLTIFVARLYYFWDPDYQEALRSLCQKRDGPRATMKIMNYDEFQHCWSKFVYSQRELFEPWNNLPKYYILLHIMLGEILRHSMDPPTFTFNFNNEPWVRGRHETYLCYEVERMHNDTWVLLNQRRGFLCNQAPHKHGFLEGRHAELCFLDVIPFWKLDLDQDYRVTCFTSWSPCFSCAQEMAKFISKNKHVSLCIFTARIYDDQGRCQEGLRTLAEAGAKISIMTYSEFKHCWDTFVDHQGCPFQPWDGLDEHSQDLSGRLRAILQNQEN
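HeLa cells stably expressing Vif and C-terminally eYFP-tagged A3G, seeded overnight at 37 deg C, then exposed to compound by pintool overnight at 37 deg C. Rise in yellow fluorescence (Ex 488/Em 500-530, Acumen) marks blocked Vif-driven A3G degradation.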
RXFP1 agonist: qHTS Assay for Agonists of the Relaxin Receptor RXFP1 | Relaxin receptor 1 (Homo sapiens), Q9HBX9 | HEK293T-RXFP1 cAMP TR-FRET, 30 min; response scale: percent of porcine relaxin response, buffer zero | 370,000 tested, 0.3% active | Potency, µM (top dose mostly 57.5 µM), without a hit: at the top dose activation, hits mostly activators | AID 2676, 2010; further: potency means the concentration at half of the fitted maximal effect; on the % scale 0 is the no-effect control and ±100 the full control effect; nearly all actives have a fitted effect of over 60% in size; many of its hits are not listed in these tables
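cAMP rise read by TR-FRET after 30 min, 37C compound exposure (up to 58 uM) in RXFP1-transfected HEK293 cells with Ro 20174 present. EC50 from Hill-equation fits, with 29 nM porcine relaxin as 100% and buffer as basal.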
D1 potentiator: Potentiators of Human D1 Dopamine Receptor: qHTS | D(1A) dopamine receptor (Homo sapiens), P21728 | HEK293 TREx D1 cells, calcium flux, dopamine EC20 potentiation | potentiation, % at 10 µM | 360,000 tested, 0.036% active; in the data active means potentiation above about 30%; further: 0% is about no effect
Target sequence (P21728 whole entry, looked up): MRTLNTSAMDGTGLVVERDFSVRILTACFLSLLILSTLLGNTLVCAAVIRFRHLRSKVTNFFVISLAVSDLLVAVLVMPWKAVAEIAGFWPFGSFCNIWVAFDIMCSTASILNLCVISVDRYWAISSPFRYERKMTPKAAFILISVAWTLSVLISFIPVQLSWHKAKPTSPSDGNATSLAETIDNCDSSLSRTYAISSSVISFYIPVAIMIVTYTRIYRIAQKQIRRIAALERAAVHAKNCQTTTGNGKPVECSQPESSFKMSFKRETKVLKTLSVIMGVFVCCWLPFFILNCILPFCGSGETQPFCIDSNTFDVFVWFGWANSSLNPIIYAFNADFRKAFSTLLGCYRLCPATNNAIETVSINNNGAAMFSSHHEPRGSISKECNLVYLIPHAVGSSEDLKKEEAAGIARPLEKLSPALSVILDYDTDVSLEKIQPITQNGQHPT
LDHA block: qHTS assay for inhibitors of human lactate dehydrogenase. 480,000 tested, 0.15% active. purified LDHA, NADH/diaphorase-resazurin fluorescence; hits give low values. activity change, % (values are at about 110 or 230 µM); in the data active means activity change below about -30%; inconclusive means mostly about -25% to -30%;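 further: plate controls were DMSO wells for no effect and wells without enzyme for full effect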
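Remaining NADH was detected by diaphorase (0.133 mg/mL) converting 37 µM resazurin to fluorescent resorufin, read at 0 and 20 minutes. The preceding 5-minute room-temperature reaction used 2 nM LDHA, 0.2 mM sodium pyruvate and 0.06 mM NADH at pH 7.4.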
D1 agonist: Allosteric Agonists of the Human D1 Dopamine Receptor: qHTS; D(1A) dopamine receptor (Homo sapiens), P21728; HEK293 T-REx D1 cells, calcium flux, agonist mode; activation, % at 2 µM; 360,000 tested, 1% active; in the data active means activation above about 30%; further: 0% is about no effect
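Inducible HEK293 T-REx D1 cells, force-coupled to calcium signalling, were plated at 4000 cells/well with tetracycline and held overnight at 30 C. After no-wash calcium dye loading, compound-evoked calcium rise over 180 s flagged agonists.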
D1 antagonist: Antagonist of Human D 1 Dopamine Receptor: qHTS; 360,000 tested, 3.2% active; AID 504652, 2011; activity change, negative = inhibition, % at 10 µM; D(1A) dopamine receptor (Homo sapiens), P21728; HEK293 TREx D1 cells, calcium flux, dopamine EC80; hits give low values; in the data active means activity change below about -30%; further: on the % scale 0 is the no-effect control and ±100 the full control effect
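Antagonism measured as reduced calcium response to an EC80 dopamine addition following 180 s compound pre-read; cells were inducible HEK293 Trex D1 plated overnight at 30 C, read kinetically at 1 cycle/sec.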
* hit, by the source's call; ? = inconclusive; / = no result given; & = joins results of further samples. Unless noted, the call rests on the fitted dose curve; in most records, active means well fitted curve in the direction sought with a large enough effect; inconclusive means small, poorly fitted or top-dose-only effect, or another doubt; inactive means no such curve, though single readings can be large; an effect the other way counts as inactive or inconclusive. This is a subset (hit frequency here may not be typical).

Each structure is followed by: D2 potentiator, Glioma ERSR ind, Vif-APOBEC3F blk, Vif-APOBEC3G blk, RXFP1 agonist, D1 potentiator, LDHA block, D1 agonist, D1 antagonist
- C/C(CC(=O)Nc1cccc(C(F)(F)F)c1)=N\NC(=O)Cc1ccccc1
→ -15, -1%, -9%, -1%, 1.4%, -11, -5, 5, 4
- CCC(CO)Oc1cc(NC(=O)c2ccccc2F)c2ncn(C(C)C)c2c1 (centres undefined)
→ /, -3%, 5%, 1%, /, /, 14, /, /
- Cc1cc(C)cc(Oc2nc(-c3ccccc3)cc(C)c2S(C)(=O)=O)c1
→ 6, -5%, 4%, -2%, -0.4%, 5, 0, 7, 36
- COc1ccc(C)cc1N(C(=O)c1ccc(C#N)cc1)C1=NC(C)(C)CS1
→ -6, -1%, -18%, 0%, 3.8%, -4, 1, 3, -6
- Cc1ccc(OCC(COCc2ccccc2)NC(C)C)cc1 (centres undefined)
→ /, -2%, 4%, 0%, /, /, ?, /, /
- NC(N)=Nc1cc2ccccc2c2ccccc12
→ -20, /, /, /, 0.3%, -8, /, 0, -70*
- O=C(Nc1ccc(-c2nc3cccnc3s2)cc1)c1ccco1
→ 8, -7%, -2%, 2%, 3.2%, -7, -8, 2, 6
- Cc1c(C(=O)OCc2ccc(F)cc2)sc2nc3n(c(=O)c12)CCC3
→ 0, 5%, ?, -5%, 0.9%, 5, -8, 3, 11
- Cc1ccc(C)c(S(=O)(=O)NCC(=O)N2CCCC2)c1
→ 7, -4%, -14%, 0%, -0.4%, -1, -12, 1, 6
- CCN(CC)C(=O)[C@H]1CC(CC(=O)NCc2cccc(C(F)(F)F)c2)C(=O)N2CCc3c([nH]c4ccc(OC)cc34)[C@]12C (some centres undefined)
→ /, -3%, 0%, -10%, /, /, 0, /, /

10 successive compounds from above:
Each structure is followed by: D2 potentiator, Glioma ERSR ind, Vif-APOBEC3F blk, Vif-APOBEC3G blk, RXFP1 agonist, D1 potentiator, LDHA block, D1 agonist, D1 antagonist
- C/C(CC(=O)Nc1cccc(C(F)(F)F)c1)=N\NC(=O)Cc1ccccc1
→ -15, -1%, -9%, -1%, 1.4%, -11, -5, 5, 4
- CCC(CO)Oc1cc(NC(=O)c2ccccc2F)c2ncn(C(C)C)c2c1 (centres undefined)
→ /, -3%, 5%, 1%, /, /, 14, /, /
- Cc1cc(C)cc(Oc2nc(-c3ccccc3)cc(C)c2S(C)(=O)=O)c1
→ 6, -5%, 4%, -2%, -0.4%, 5, 0, 7, 36
- COc1ccc(C)cc1N(C(=O)c1ccc(C#N)cc1)C1=NC(C)(C)CS1
→ -6, -1%, -18%, 0%, 3.8%, -4, 1, 3, -6
- Cc1ccc(OCC(COCc2ccccc2)NC(C)C)cc1 (centres undefined)
→ /, -2%, 4%, 0%, /, /, ?, /, /
- NC(N)=Nc1cc2ccccc2c2ccccc12
→ -20, /, /, /, 0.3%, -8, /, 0, -70*
- O=C(Nc1ccc(-c2nc3cccnc3s2)cc1)c1ccco1
→ 8, -7%, -2%, 2%, 3.2%, -7, -8, 2, 6
- Cc1c(C(=O)OCc2ccc(F)cc2)sc2nc3n(c(=O)c12)CCC3
→ 0, 5%, ?, -5%, 0.9%, 5, -8, 3, 11
- Cc1ccc(C)c(S(=O)(=O)NCC(=O)N2CCCC2)c1
→ 7, -4%, -14%, 0%, -0.4%, -1, -12, 1, 6
- CCN(CC)C(=O)[C@H]1CC(CC(=O)NCc2cccc(C(F)(F)F)c2)C(=O)N2CCc3c([nH]c4ccc(OC)cc34)[C@]12C (some centres undefined)
→ /, -3%, 0%, -10%, /, /, 0, /, /

(listing goes on)
Each structure is followed by: D2 potentiator, Glioma ERSR ind, Vif-APOBEC3F blk, Vif-APOBEC3G blk, RXFP1 agonist, D1 potentiator, LDHA block, D1 agonist, D1 antagonist
- CCOC(=O)c1cnc2c(OC)cccc2c1Oc1ccccc1
→ -2, -6%, 3%, -3%, 0.0%, -4, -3, 4, -24
- CC(=O)N(Cc1ccc(F)cc1)C1=C(NCCc2ccccc2)C(=O)c2ccccc2C1=O
→ -4, -19%, 0%, -7%, 1.4%, -7, 24, 0, -7
- COC(=O)[C@]1(C)N[C@H](CN(C)C(=O)Nc2ccc(C(F)(F)F)cc2)[C@@H]2C(=O)N(C)C(=O)[C@@H]21
→ /, -1%, 4%, -4%, /, /, 1, /, /
- CCCN(C(=O)c1noc2c1COc1ccc(C)cc1-2)c1ccc(Cl)c(Cl)c1
→ 4, -5%, -3%, 0%, 4.0%, -5, 6, 1, -14
- O=C(Cn1cnc([N+](=O)[O-])n1)N/N=C/c1ccc2ccccc2c1
→ -6, 0%, 2%, 4%, -1.1%, -3, 8, 2, -3
- CC(=O)Nc1cc(C(=O)NCc2ccc(F)cc2Cl)ccc1Sc1ccc(Cl)cc1
→ 15, -5%, 0%, 0%, 6.9%, -2, -7, 3, 10
- Cc1ccc(S(=O)(=O)N2CCN(C(=O)N3CCOCC3)C2C(C)C)cc1 (centres undefined)
→ 10, -4%, 0%, 0%, 1.9%, 7, 5, 2, 24
- COc1cc(OC)c(NC(=O)Cn2cnc3sc(C)c(S(=O)(=O)N4CCN(C)CC4)c3c2=O)cc1Cl
→ 10, -5%, 6%, -3%, 0.4%, 0, -6, 3, -28
- Cc1cc(C)c(S(=O)(=O)N2CCCC(C(=O)NC3CCCC3)C2)c(C)c1 (centres undefined)
→ -7, -5%, 0%, 4%, 2.3%, -4, -2, 8, 1
- Cc1c(N(C(=O)CNC(=O)c2ccccc2)C2(C(=O)NC3CCCC3)CCCCC2)c(=O)n(-c2ccccc2)n1C
→ /, -4%, 0%, -2%, 1.6%, -4, -1, 1, -11

A section taken from the entries so far:
Each structure is followed by: D2 potentiator, Glioma ERSR ind, Vif-APOBEC3F blk, Vif-APOBEC3G blk, RXFP1 agonist, D1 potentiator, LDHA block, D1 agonist, D1 antagonist
- CC(=O)N(Cc1ccc(F)cc1)C1=C(NCCc2ccccc2)C(=O)c2ccccc2C1=O
→ -4, -19%, 0%, -7%, 1.4%, -7, 24, 0, -7
- COC(=O)[C@]1(C)N[C@H](CN(C)C(=O)Nc2ccc(C(F)(F)F)cc2)[C@@H]2C(=O)N(C)C(=O)[C@@H]21
→ /, -1%, 4%, -4%, /, /, 1, /, /

Remaining list, next part
Each structure is followed by: D2 potentiator, Glioma ERSR ind, Vif-APOBEC3F blk, Vif-APOBEC3G blk, RXFP1 agonist, D1 potentiator, LDHA block, D1 agonist, D1 antagonist
- Cc1cc(N(C)C(=O)c2ccc3c(c2)S(=O)(=O)c2cc(Cl)ccc2C3=O)c(C(F)(F)F)o1
→ /, 3%, -4%, -1%, /, /, -3, /, /
- CC1(C)Oc2ccc(C(=O)NC3CCCC3)cc2N(CC(=O)NC2CCCC2)C1=O
→ -28, -2%, -8%, 1%, 0.2%, 1, -13, 4, 2
- CC(=O)N1CCOCCOCCN(C(C)=O)CCOCCOCC1
→ -4, -8%, 1%, 0%, 0.0%, -9, -4, 3, -17
- Cc1ccc(NC(=O)Cn2c(=O)oc3ccccc32)cc1Cl
→ 4&6, 3%&-7%, 6%&3%, 2%&-2%, -1.9%&1.0%, -13&-5, -2&-1, 28&12, -18&-11

Screens as filed in PubChem.
